mcGAS MS inh – inhibitors of Mus musculus cyclic GMP-AMP synthase, initial high-throughput assay, cell-free, RapidFire MS. inhibition, % at 12.5 µM. Q8C6L5. 130,000 tested, 0.18% active. recombinant mouse cGAS, cGAMP by RapidFire MS;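 active means inhibition of cGAS enzyme activity at or above 60%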;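 further: enzyme stimulated by 45 bp dsDNA with ATP and GTP substrates; cGAMP share of summed cGAMP plus half ATP and half GTP signals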
Target sequence (Q8C6L5 whole entry, looked up): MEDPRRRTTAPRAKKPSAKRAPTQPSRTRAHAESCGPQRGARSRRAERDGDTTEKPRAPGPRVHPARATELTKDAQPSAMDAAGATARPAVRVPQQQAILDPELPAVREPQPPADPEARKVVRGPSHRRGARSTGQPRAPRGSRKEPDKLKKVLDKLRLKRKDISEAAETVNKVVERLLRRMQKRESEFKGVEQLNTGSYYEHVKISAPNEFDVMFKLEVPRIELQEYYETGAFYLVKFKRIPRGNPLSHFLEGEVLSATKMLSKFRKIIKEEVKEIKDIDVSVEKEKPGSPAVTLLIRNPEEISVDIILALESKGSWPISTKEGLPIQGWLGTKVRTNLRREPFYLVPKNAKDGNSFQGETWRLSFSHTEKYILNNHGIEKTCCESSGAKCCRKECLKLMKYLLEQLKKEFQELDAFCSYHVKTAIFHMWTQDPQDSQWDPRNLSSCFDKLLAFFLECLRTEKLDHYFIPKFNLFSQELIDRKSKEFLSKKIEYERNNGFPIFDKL
* hit, by the source's call; & = joins results of further samples. The list is partial; count on the stated rates, not on these rows.

structure,mcGAS MS inh
CCOC(=O)C(CC)(CCC(=O)OC)c1csc(Nc2ccccc2O)n1 (centres undefined),11
CCC(NC(=O)C1CC12CCOCC2)c1ccc(Cl)cc1 (centres undefined),-5
CCOc1ccc(OCC)c(-c2c[n+](=O)c3c(n2[O-])CCCC3)c1,-37
CN1C(c2cc(Br)ccc2OC(F)F)Nc2ccccc2S1(=O)=O (centres undefined),6
CC1CC1c1ccc(/C=C/C(=O)Nc2nc(C3CC3)cs2)o1 (centres undefined),1
Cc1nn(-c2ccc(Cl)cc2)cc1C(=O)NN1CCOCC1,-6
CN1CCN2C[C@@H](NC(=O)c3nc4ccccc4[nH]3)C[C@H]2C1,-19
CC1=C(Cc2cn(C(C)c3nncn3C(C)C)nn2)C(C)(C)CCC1 (centres undefined),-11
COc1ccc(/C=C2\C(=O)NN=C2N)cc1,2
COc1ccc(Cn2ccc3c(nnc4c(-c5ccc(Cl)cc5)cnn43)c2=O)cc1,-4
Cc1nc2c(c(N(C)C)n1)CCN(S(=O)(=O)N1CCOCC1)C2,-5
CCN1CCN(CC(=O)N(C)CC2CCCN(CCc3ccccc3C)C2)CC1 (centres undefined),-1
Cc1ccn2c(=O)c(NC(=O)Cc3ccc(-c4ccccc4)cc3)c(C)nc2c1,0
COc1ccc(C(C)=O)cc1CN1C(=O)C(C)ON=C1c1ccc[nH]1 (centres undefined),2
CSc1cccc(CN2CCCC(CNC(=O)c3cc(C)on3)C2)c1 (centres undefined),-3
CC(=O)CC1(O)C(=O)N(Cc2ccc(C)cc2)c2c(C)cccc21 (centres undefined),-4
NC(=O)C1=COC2=NC(=O)N(Cc3ccccc3)CCN12,-9
O=C1NCCN(CC2CCCCC2)C1CC(=O)N1CCN(C2CCCC2)C(=O)C1 (centres undefined),-7
CC(OCC(O)CN1CCCCCCC1)c1ccc(Cl)cc1 (centres undefined),-12
CCC(NC(=O)c1cc(C)oc1C)c1ccccc1 (centres undefined),-5
O=C1CCCc2occ(C(=O)N3CCc4c(nc(-c5ccccc5)[nH]c4=O)C3)c21,-4
CCNc1nc(C)c(C(=O)N2CCC(O)(c3ccc(C)cn3)CC2)s1,-11
CCn1c(CCC(N)=O)nn(CN2CCc3cc(OC)c(OC)cc3C2)c1=S,-11
Cc1nc2ccccc2nc1COC(=O)C1CC(O)CN1C(=O)C12CC3CC(CC(C3)C1)C2 (centres undefined),-5
OCCN1CCN(c2ncnc3nc[nH]c23)CC1,2
CNc1cc(-c2ccc(CN3CCOCC3)cc2)ncn1,-4
CCC(CO)(NCc1ccc(C)c(C)c1)c1ccccc1 (centres undefined),-5
Cc1ccoc1C(=O)N1CCn2c(C(N)=O)cnc2C1,-11
Cc1ccc(S(=O)(=O)N2CCCCC2)cc1NC(=O)c1cccs1,-12
CC1CN(C(C)c2nc3cc(Cl)ccc3c(=O)n2C)CCN1 (centres undefined),-8
CC(C)Cn1cnc2c1c(=O)n(CC(=O)Nc1ccon1)c(=O)n2CC(C)C,-4
CC(=O)C(C)n1c(CN2CCCCC2)nc2c1c(=O)n(C)c(=O)n2C (centres undefined),0
CN(C)C(=O)C(=O)c1cn(C)c2cc(Cl)c(C(=O)N3CCC(Cc4ccc(F)cc4)CC3)cc12,-10
Cn1cc(CCNC(=O)c2cc(COc3ccc4c(c3)CCCC4)on2)cn1,-10
CC(=O)c1ccc(N=Nc2c(-c3ccccc3)[nH]n(-c3ccc([N+](=O)[O-])cc3)c2=O)cc1,-3
Cc1occc1-c1nnc(SCC(=O)N(C)Cc2ccccc2F)n1C,-2
COc1cc(/C=C(\C#N)C(N)=O)cc(CSc2nc3ccccc3s2)c1O,15
CCNc1ccnc(N(C)CC2(CO)CCC2)n1,-14
CN(c1ccccc1C(N)=O)S(=O)(=O)c1cc(F)ccc1F,-21
CCOC(=O)C(C)Nc1ccc(CC(=O)N(C)C)cc1 (centres undefined),10
CC(C)(C)C(=O)NCCC(=O)OC1CCCS(=O)(=O)C1 (centres undefined),-5
NC(=O)NC(=O)CSC1CCCC1,-10
COc1cc(C=C2N=C(c3cc(C)cc(C)c3)OC2=O)cc(Cl)c1OCC(N)=O,-6
CC1=CC[C@@H]2CN(C(=O)CSc3nnnn3C)C[C@@H]2C1,6
Cn1ccnc1-c1ccc(N2CCc3onc(-c4ccccc4F)c3C2)nn1,-10
CC1=Nc2ccccc2N(CCC#N)C(=O)C1,-2
COc1cc(-c2nc(C=Nc3ccc(C)c(Cl)c3)c(O)o2)cc(OC)c1OC,-4
O=C(Nc1cccs1)Nc1nc(CN2CCc3ccccc3C2)cs1,-3
CC1CCN(C(=O)CCc2nc(-c3ncn[nH]3)no2)C2CCCCC12 (centres undefined),1
NC1=NC(=O)C(=Cc2ccc3c(c2)OCO3)S1,-16
Cc1ccc(NC2=NC3(N=C(N)N2)C(=O)N(C)c2ccccc23)cc1 (centres undefined),-2
COc1ccc(CCN2CCCC(CN(C)Cc3cccc4c3OCO4)C2)cc1 (centres undefined),-12
CCc1nc(CNC(=O)C2CCC(=O)N(CCN3CCOCC3)C2)cs1 (centres undefined),-8&-3
c1ccc(COC2CCCN(Cc3ccc(-n4ccnc4)cc3)C2)nc1 (centres undefined),-5
Cc1cn2c3c(=O)[nH]c(=O)n(C)c3nc2n1-c1ccc(N(C)C)cc1,-6
CC(=O)c1cc(C(=O)NCCC(O)(c2nccn2C)C(F)(F)F)n(C)c1 (centres undefined),-12
COCCN1CCCC(O)(CN2CCN(Cc3nccn3C)CC2)C1=O (centres undefined),-2
CCCCN(C)S(=O)(=O)NCC1CCS(=O)(=O)C1 (centres undefined),10
CC(C(=O)NCC1CCCO1)N1CCc2nn(C(C)C)c(=O)cc2C1 (centres undefined),4
Cc1ccc(-n2ncc3c(=O)n(NC(=O)CCC4CCCCC4)cnc32)cc1,-1

Arranged by the number under mcGAS MS inh (low to high): some entries from above.
structure,mcGAS MS inh
NC(=O)NC(=O)CSC1CCCC1,-10
Cc1cn2c3c(=O)[nH]c(=O)n(C)c3nc2n1-c1ccc(N(C)C)cc1,-6
CC1=Nc2ccccc2N(CCC#N)C(=O)C1,-2
CCOC(=O)C(C)Nc1ccc(CC(=O)N(C)C)cc1 (centres undefined),10
COc1cc(/C=C(\C#N)C(N)=O)cc(CSc2nc3ccccc3s2)c1O,15

(next part)
structure,mcGAS MS inh
N#Cc1cc(N2CCC(S(N)(=O)=O)CC2)c2ccccc2n1,-24
CC(=O)Nc1ccc(NC(=O)C=Cc2ccco2)cc1,-6
CCN(CC(=O)Nc1ccc(OC)cc1)Cc1cn2ccccc2c1C#N,-1
COC(=O)c1cc(Cl)c2c(c1)CC(CNC(=O)C(C)Cl)O2 (centres undefined),-1
CCn1cccc(-c2nnc(SCc3cccc(F)c3)n2C)c1=O,-6
CS(=O)(=O)N1CCC(C(=O)N2CCN(CC(=O)c3cccs3)CC2)CC1,3
c1coc(-c2ccccc2-c2nccn2C2CCSC2)c1 (centres undefined),-3
O=C(NC1CC1)C(Oc1cccc(Cl)c1)c1ccccc1 (centres undefined),-19
C=CCN(CC(=O)Nc1ccc(N2CCN(C(=O)NC(C)C)CC2)cc1)C(=O)c1ccc(Cl)cc1,-8
CC(=O)NCC1CCN(c2ccnc3ccc(Br)cc23)CC1,-9
O=C(NCc1cccs1)NCC1CN(c2ccc3c(c2)OCO3)C(=O)O1 (centres undefined),-7
C=CCOc1ccc(-c2ccc(C#N)cc2)cc1,2
O=C(Nc1ccccc1)Nc1ccccc1-c1csc(N2CCOCC2)n1,-19
COc1ccc(CC(=O)NCc2nnc(SCC(=O)N3CCCc4ccccc43)n2-c2ccc([N+](=O)[O-])cc2)cc1,-14
Cc1ccc(S(=O)(=O)Nc2ccc3c(c2)C(=O)Nc2ccccc2O3)s1,-8
C=CCN(C(=O)Cc1c(C)[nH]c(=O)[nH]c1=O)C(C)C,3
CN(C(=O)C1CCCOC1)c1ccnn1C (centres undefined),-9
CC(NC(=O)CCn1cnc2sc3c(c2c1=O)CCCC3)c1ccccc1 (centres undefined),-1
CC(=O)Nc1ccc(NC(=O)c2ccc(F)c(F)c2)cc1C,-5
COc1ccc(NC(=O)c2ccc(CN3CCNC(=O)C3)cc2)c(OC)n1,-15
Fc1ccccc1-c1nnc(SCc2cc3c(cc2Br)OCO3)o1,2
O=C(CSc1nnc(NC2CC2)s1)NCC1CCCO1 (centres undefined),-3
CC(NC(=O)c1ccccc1COc1ccccc1)c1ccccn1 (centres undefined),0
Cc1nn(CC(=O)c2cc(C)n(C3CC3)c2C)c(N)c1C#N,-13
Cc1ccc2c(C)c(C(=O)N(C)CC3COCCO3)oc2c1 (centres undefined),-4
Cc1cccc2c(C(=O)N(Cc3cccnc3)C(C)C)cc(-c3cncnc3)nc12,-11
N#Cc1ccc(Sc2ccccc2C(=O)O)cc1,-4
COC(=O)c1cccc(CN2C(=O)C(C)Sc3ccc(C(F)(F)F)cc32)c1 (centres undefined),-9
CC(=O)C1(O)CCC2C3CC(C)C4=CC(=O)C=CC4(C)C3(F)C(O)CC21C (centres undefined),-16
O=C(N1[C@@H]2CC[C@H]1CC(O)C2)C1(Oc2ccc(Cl)cc2)CCNCC1 (some centres undefined),-14

3 entries picked at random from the list so far:
structure,mcGAS MS inh
O=C(Nc1ccccc1)Nc1ccccc1-c1csc(N2CCOCC2)n1,-19
CS(=O)(=O)N1CCC(C(=O)N2CCN(CC(=O)c3cccs3)CC2)CC1,3
CC(=O)NCC1CCN(c2ccnc3ccc(Br)cc23)CC1,-9

No new results follow: 2 of the compounds above.
structure,mcGAS MS inh
CC(=O)C1(O)CCC2C3CC(C)C4=CC(=O)C=CC4(C)C3(F)C(O)CC21C (centres undefined),-16
O=C(N1[C@@H]2CC[C@H]1CC(O)C2)C1(Oc2ccc(Cl)cc2)CCNCC1 (some centres undefined),-14

The results go on:
structure,mcGAS MS inh
CCCCN(CC#Cc1ccccc1)C(=O)c1occc1C,-22
CCn1cc(NC(=O)Nc2ccc(OC)cc2)c2ccccc21,-4
Oc1[nH]c2ccccc2c1N=Nc1ccc(F)c(Cl)c1,11
C=CCOC1OC(COC(C)=O)C(OC(C)=O)C(OC(C)=O)C1NC(C)=O (centres undefined),-6
CC(C)Oc1ccc(C(=O)Nc2ccnn2C2CCCCC2)cc1,-7
Cc1nnc2ccc(C(=O)NC3C(C)CCCC3C)cn12 (centres undefined),-11
Cc1ccccc1C1CCCN1C(=O)NCc1ccnn1C (centres undefined),-17
CC(=O)Cn1c(=O)c2c(nc3n(C(C)c4ccccc4)c(C)cn23)n(C)c1=O (centres undefined),-5
Cc1nnc(C(C)OC(=O)C2(C#N)CCCCC2)o1 (centres undefined),-10&-7
Cc1c(-c2nccn2Cc2ccccc2Cl)c(=O)n(-c2ccccc2)n1C,-4
COc1ccc(OC)c(-c2csc(NC(=O)CCN3C(=O)NC4(CCCC4)C3=O)n2)c1,-7
COCCc1noc(CN2CCC(N3CCCC3=O)CC2)n1,7
O=c1c2cnc3nc(-c4cccnc4)nn3c2ccn1Cc1ccccc1,-3
COCCCNc1nc2c(c(=O)[nH]c(=O)n2C)n1Cc1ccccc1,6
CCCc1nc2nc(C)c([N+](=O)[O-])c(=O)n2[nH]1,-6
CCOC(=O)C1C2C=CC3(CN(CC(C)C)C(=O)C13)O2 (centres undefined),10
CC(C)C(C(=O)Nc1ccc2cn(C(C)C)nc2c1)N1CCCC1=O (centres undefined),-11&0
c1cnc(NCC2(c3ccc4c(c3)OCCO4)CCCC2)nc1,3
Cc1cccnc1CN1CCN(Cc2ccc(-c3ccn[nH]3)s2)CC1,-15
CCn1nc(C)c(CN2CCC(C(=O)Nc3cccc(-c4cccc(F)c4)c3)CC2)c1C,-6
CC(=O)Cn1c(=O)n(C)c(=O)n(C)c1=O,-7
COc1ccc(-c2cc(C(=O)N(CC(=O)NN3CCOCC3)Cc3ccccc3)no2)cc1,-7
CN(CC(F)(F)F)S(=O)(=O)c1ccc(C(=O)O)cc1,-5
Cc1cccc(Cn2c(SC(C)C)nc3c2c(=O)n(C)c(=O)n3C)c1,-6
OCc1ccc(-c2cccc3ccnn23)cc1,-15
Cc1ccc(-c2nnc(Nc3ccc(OCC(N)=O)cc3)c3ccccc23)cc1S(N)(=O)=O,-3
FC(F)Oc1cccc(CN2CCC(OCc3cccnc3)CC2)c1,0
c1ccc(-c2nc(CSc3n[nH]c4nc5ccccc5n34)cs2)cc1,-4
NC1(C(=O)O)CCN(Cc2ccnn2-c2ccccc2)C1 (centres undefined),-12
OC(C#CCC(O)c1ccccc1)c1ccccc1 (centres undefined),-25
CC(C)C(NS(=O)(=O)c1cccc(Cl)c1)C(=O)NC1CC1 (centres undefined),2
CC1CCCCC1NC(=O)CN(c1ccccc1)S(=O)(=O)c1ccc(C#N)cc1 (centres undefined),-9
COc1cc(Cn2ccnc2C2CCN(C)CC2)cc(OC)c1OC,-10
NC(=O)Cn1nc(-c2ccc(Cl)cc2)ccc1=O,-6
O=C(CCc1nnc(CCc2c[nH]c3ccccc23)o1)N1CCc2ccccc2C1,-9&-4
CCCn1nc(C)c(-c2cc(C(=O)O)[nH]n2)c1C,-1
CC1CN(S(=O)(=O)N2CCCCC2C)CC(C)O1 (centres undefined),-9
C=C(C)Cn1c(=O)c2c(nc3n(-c4ccc(F)cc4)c(C)c(C)n23)n(C)c1=O,-5
N=C1/C(=C/c2cccs2)C(=O)N=C2SC(COc3ccccc3)=NN12,2
